Screens as filed in PubChem.
DTT redox prof – compounds producing H2O2 with reducing agent – biochemical, NIH compound library profiling, artefact control for MLSCN library redox annotation, primary screen | DTT-dependent redox cycling H2O2, phenol red/HRP absorbance; 100% = 100 µM peroxide control, 0% = buffer | activation, % at 10 µM | 200,000 tested, 0.03% active;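 active = activation of at least 50% relative to the plate's high and low controls in the primary single-dose screen; inactive = activation below 50%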;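 also: compound incubated with DTT at 0.8 mM final as the reducing agent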
STAT1 act – activators of IFN-gamma induced STAT1 signaling | NIH 3T3 STAT1-luciferase reporter, luminescence; 100% = IFN-gamma alone, no compound | activation (% of control), % at 5.5 µM | 200,000 tested, 2.6% active;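 active = activation above the screen-wide mean activation plus 3 SD, cut at about 130% in these data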;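 also: raw ratio to IFN-gamma control signal so 100% means no change and 0% no light; values of inactives mirror those of a sister screen read the other way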
APP 5'UTR act – activates APP 5'UTR luciferase reporter; SH-SY5Y APP 5'UTR luciferase reporter, luminescence; zero percent = DMSO vehicle wells; activation, % at 2 µM; 190,000 tested, 1% active; AID 1276;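 active = activation above a set limit, based on mean plus 3 SD of controls, cut at about 140% in these data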; also: values of inactives mirror those of a sister screen read the other way
NF-kB expr up – raises NF-kB expression in human neuronal cells. NF-kB reporter expression; stronger effect = higher value. fold change at 12.5 µM. 190,000 tested, 1.6% active; in the data active = fold change above about 3.3
FLuc inh counter – Photinus pyralis luciferase inhibition counter-screen | ATPLite firefly luciferase biochemical luminescence, 10 min | inhibition, % at 10 µM | 200,000 tested, 1.5% active | AID 1006;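 active = inhibition above about 50% when tested at 10 µM, limit read from the data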
Target sequence (P08659 whole entry, looked up): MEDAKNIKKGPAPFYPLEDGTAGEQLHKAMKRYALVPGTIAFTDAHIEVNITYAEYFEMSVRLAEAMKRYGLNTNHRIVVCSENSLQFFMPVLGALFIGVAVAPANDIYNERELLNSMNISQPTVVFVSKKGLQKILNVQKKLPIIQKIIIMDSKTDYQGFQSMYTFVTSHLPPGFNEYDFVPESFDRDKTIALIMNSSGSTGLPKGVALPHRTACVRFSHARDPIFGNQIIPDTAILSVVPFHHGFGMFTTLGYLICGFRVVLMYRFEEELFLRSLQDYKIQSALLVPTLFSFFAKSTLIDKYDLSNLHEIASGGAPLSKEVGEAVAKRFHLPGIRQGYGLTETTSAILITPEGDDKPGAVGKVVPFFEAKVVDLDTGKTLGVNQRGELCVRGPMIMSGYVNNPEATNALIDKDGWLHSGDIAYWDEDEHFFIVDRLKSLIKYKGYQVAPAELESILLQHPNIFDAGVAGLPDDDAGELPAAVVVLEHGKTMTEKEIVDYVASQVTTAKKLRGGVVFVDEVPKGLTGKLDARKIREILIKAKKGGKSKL
FLuc stim CS – firefly luciferase counter-screen for stimulation assays; P08659; ATPlite luciferase biochemical, luminescence, 10 min; 0 = ATP-free wells, 1 = DMSO control; activation factor at 10 µM; 200,000 tested, under 10 active; AID 1027;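 active = luciferase activation factor, scaled between plate controls, of at least 2 with compound at 10 µM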
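Assay system: Luciferase/luciferin reagent mix; Medium: PBS as buffer for the ATP substrate; Dosing: test compounds dosed from 2 mM stocks in 100% DMSO; Times: 10 min, room temperature; Signal: luminescence from luciferase reaction; Read-out: luciferase activation; Controls: No-ATP low control, compound-free enzyme-plus-ATP high control.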
APP 5UTR inh – APP translation inhibition. SH-SY5Y APP 5'UTR-luciferase reporter, luminescence. inhibition, % at 2 µM. 190,000 tested, 0.82% active;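 active = inhibition above a set limit, derived from the sample mean plus 3 SD, cut at about 45% in these data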; also: values of inactives mirror those of a sister screen read the other way
Hsp70 activator – transcriptional activators of Hsp70; 200,000 tested, 0.04% active; AID 1203; activation, % at 10 µM; HeLa Hsp70 promoter luciferase reporter, luminescence; scaled: vehicle 0, proteasome-inhibitor control 100%;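 active = activation above the mean across all tested compounds plus 3 SD, cutoff set per campaign, cut at about 5.5% in these data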;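 also: 100% = MG132 at 30 µM as the positive control and 0% = DMSO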
Efa HMGR inh – inhibitors of class II HMG-CoA reductase from Enterococcus faecalis. inhibition, % at 10 µM. AID 1066. 190,000 tested, 0.41% active. purified E. faecalis HMGR, NADPH absorbance 340 nm kinetic;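 active = inhibition above a set limit, the median over all tested compounds plus 3 SD, cut at about 9.5% in these data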;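 also: enzyme runs in reverse so mevalonate oxidation gives rising NADPH absorbance; 0% = complete reaction with DMSO and 100% = background rate lacking mevalonate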
G6PDH counter – inhibits Leuconostoc G6PDH, flagging false hits in G6PDH-based assays | inhibition, % at 5 µM | Purified L. mesenteroides G6PDH, diaphorase/resazurin coupled fluorescence, 45 min | AID 1020 | 200,000 tested, 0.12% active; in the data active = inhibition above about 50%
Numbers without * were called inactive; · = no result given.

cpd	Structure	DTT redox prof	STAT1 act	APP 5'UTR act	NF-kB expr up	FLuc inh counter
1	O=C(COc1ccc(Br)cc1)N1CCOCC1	0.0	105	-4	2	4
2	Cc1nccn1CCc1nc(N)nc(N)n1	1.8	98	24	0.98	-12
3	CCN(Cc1ccccc1)Cc1c(C)[nH]c2c(C)c(C)ccc2c1=O	0.0	105	25	0.97	-3
4	COc1ccc(-c2cc(C(F)(F)F)nc(-n3cncn3)n2)cc1	-0.1	100	-9	0.92	-2
5	COC(=O)c1cc2sccc2n1CC(=O)N1CCCc2ccccc21	-0.5	100	-2	0.86	-1
6	Cc1ccc(C(C(=O)NC2CCCCC2)N2CCOCC2)cc1 (configuration not stated)	-0.4	107	-14	1.2	-1
7	COc1ccc(S(=O)(=O)NCCc2c(C)nn(C)c2Oc2ccccc2)cc1	-3.0	88	·	0.78	-4
8	O=C(Nc1nccs1)c1ccccc1[N+](=O)[O-]	0.1	102	-2	1.2	-9
9	O=C(Nc1nonc1NC(=O)C1CCCCC1)C1CCCCC1	3.0	97	-7	0.88	-5
10	N#Cc1nc(Cc2cccc3ccccc23)oc1N1CCCCC1	-0.3	92	-8	0.96	1
11	CC(=O)c1cc(C)ccc1OC(=O)CCN1C(=O)C2C3c4ccccc4C(c4ccccc43)C2C1=O (configuration not stated)	-3.8	104	12	1.5	-4
12	O=C(Nc1cccs1)Nc1c(F)cc(F)cc1Br	0.4	88	14	0.8	-2
13	CCc1nnc(NS(=O)(=O)c2ccc(NC(=O)c3cc4ccccc4oc3=O)cc2)s1	0.1	89	21	0.82	-9
14	O=C(NCCc1ccccc1)/C(=N\O)c1ccccc1	-0.7	123	30	2.4	2
15	CC(=O)c1ccc(NC(=O)c2cccs2)cc1	0.5	127	74	2.5	30

cpd	FLuc stim CS	APP 5UTR inh	Hsp70 activator	Efa HMGR inh	G6PDH counter
1	1	4	-0.2	-6	6
2	1.1	-24	-0.2	0	-6
3	1	-25	-0.1	2	0
4	1	9	-0.4	2	11
5	1	2	-0.3	1	-18
6	1	14	-0.3	2	17
7	1	·	-0.3	1	-8
8	1.1	2	-0.3	-1	15
9	1	7	0.1	-5	-2
10	1	8	-0.3	1	-4
11	1	-12	-0.2	-2	0
12	1	-14	-0.3	-7	11
13	1.1	-21	-0.4	-4	-25
14	1	-30	-0.2	-1	6
15	0.7	-74	-0.3	-5	17

The list goes on, overlapping the part above by 7 compounds.
cpd	Structure	DTT redox prof	STAT1 act	APP 5'UTR act	NF-kB expr up	FLuc inh counter
9	O=C(Nc1nonc1NC(=O)C1CCCCC1)C1CCCCC1	3.0	97	-7	0.88	-5
10	N#Cc1nc(Cc2cccc3ccccc23)oc1N1CCCCC1	-0.3	92	-8	0.96	1
11	CC(=O)c1cc(C)ccc1OC(=O)CCN1C(=O)C2C3c4ccccc4C(c4ccccc43)C2C1=O (configuration not stated)	-3.8	104	12	1.5	-4
12	O=C(Nc1cccs1)Nc1c(F)cc(F)cc1Br	0.4	88	14	0.8	-2
13	CCc1nnc(NS(=O)(=O)c2ccc(NC(=O)c3cc4ccccc4oc3=O)cc2)s1	0.1	89	21	0.82	-9
14	O=C(NCCc1ccccc1)/C(=N\O)c1ccccc1	-0.7	123	30	2.4	2
15	CC(=O)c1ccc(NC(=O)c2cccs2)cc1	0.5	127	74	2.5	30
16	Cc1ccccc1-c1nc(CS(=O)(=O)CC(=O)NCCN2CCOCC2)c(C)o1	-0.5	103	-2	1.4	-6
17	COc1cc(-c2nnc(-c3ccccc3)o2)cc(OC)c1OC	2.5	99	9	0.86	-1
18	CCn1c(C)c(CS(=O)(=O)c2ccccc2)[nH]c1=O	-1.1	98	-13	0.93	-11
19	COc1ccc2oc(=N)c(-c3nnc4n3CCCCC4)cc2c1	1.2	82	11	1.2	-1
20	CN1/C(=C\C=C(C#N)C#N)C(C)(C)c2ccccc21	1.1	101	-4	1.1	-1
21	O=C1C(=O)N(c2cccc(Cl)c2)C(c2ccccc2[N+](=O)[O-])/C1=C(\O)c1ccccc1 (configuration not stated)	-3.6	102	31	1.3	-2
22	O=C(CSc1nc2ccccc2c(=O)[nH]1)Nc1ccccc1N1CCOCC1	0.0	100	10	1.3	-2
23	CCOc1ccccc1C(=O)N[C@H](C(=O)Nc1ccc(OC)c(S(=O)(=O)N2CCOCC2)c1)C(C)C	-0.1	101	-13	1	0
24	CCCCC1CCC(C(=O)OCC(=O)Nc2ccc(S(N)(=O)=O)cc2)CC1 (configuration not stated)	0.0	90	5	1.1	-9
25	COc1ccc(NC(=S)N(Cc2ccc(C)cc2)Cc2ccccn2)cc1	-0.6	96	9	0.95	-4
26	O=C(Nc1cccc(C(F)(F)F)c1)c1csc(-c2ccncc2)n1	-1.0	84	-3	0.66	-3
27	Cc1ccc(N2C(=O)C3C4C=CC(CNC(=S)N5CCN(c6ccccc6)CC5)(O4)C3C2=O)cc1 (configuration not stated)	0.7	93	17	1.1	-3
28	Cn1nc(C(=O)N2CCN(S(=O)(=O)/C=C/c3ccccc3)CC2)c2ccccc2c1=O	0.6	94	-3	0.89	-4
29	COc1ccccc1OCCNc1nc2c(c(=O)n(C)c(=O)n2C)n1C	1.3	95	-3	1	-8
30	Cc1ccc(N2C(=O)CC(NCc3ccc4c(c3)OCO4)C2=O)cc1Cl (configuration not stated)	3.0	111	26	0.78	-3

cpd	FLuc stim CS	APP 5UTR inh	Hsp70 activator	Efa HMGR inh	G6PDH counter
9	1	7	0.1	-5	-2
10	1	8	-0.3	1	-4
11	1	-12	-0.2	-2	0
12	1	-14	-0.3	-7	11
13	1.1	-21	-0.4	-4	-25
14	1	-30	-0.2	-1	6
15	0.7	-74	-0.3	-5	17
16	1.1	2	-0.5	1	5
17	1	-9	0.6	-3	3
18	1.1	13	-0.3	-1	-6
19	1	-11	0.0	-1	3
20	1	4	-0.1	-8	1
21	1	-31	-0.1	2	1
22	1	-10	-0.1	-4	4
23	1	13	-0.3	-2	-4
24	1.1	-5	-0.4	-4	-3
25	1	-9	-0.2	0	0
26	1	3	-0.1	1	-1
27	1	-17	0.3	-4	10
28	1	3	-0.1	-7	5
29	1.1	3	-0.3	4	2
30	1	-26	0.0	2	4

Among those listed so far, 2 have a nitro group on carbon.
cpd	Structure	DTT redox prof	STAT1 act	APP 5'UTR act	NF-kB expr up	FLuc inh counter
8	O=C(Nc1nccs1)c1ccccc1[N+](=O)[O-]	0.1	102	-2	1.2	-9
21	O=C1C(=O)N(c2cccc(Cl)c2)C(c2ccccc2[N+](=O)[O-])/C1=C(\O)c1ccccc1 (configuration not stated)	-3.6	102	31	1.3	-2

cpd	FLuc stim CS	APP 5UTR inh	Hsp70 activator	Efa HMGR inh	G6PDH counter
8	1.1	2	-0.3	-1	15
21	1	-31	-0.1	2	1

Continued:
cpd	Structure	DTT redox prof	STAT1 act	APP 5'UTR act	NF-kB expr up	FLuc inh counter
31	COCCSc1ccccc1C(=O)Nc1ccc2c(c1)OCO2	-0.2	92	23	1.1	-2
32	Cc1cccc(N(CC(=O)NCCC2=CCCCC2)S(C)(=O)=O)c1C	0.0	97	0	1.3	-2
33	Cc1ccc(N2C(=O)c3ccccc3C2C(=O)c2ccc(O)cc2O)cc1 (configuration not stated)	-0.5	100	16	0.93	-2
34	Cc1nn(-c2ccc(F)cc2)c(C)c1CN1CCN(Cc2ccccc2)C(CCO)C1 (configuration not stated)	-0.8	94	3	·	-6
35	CCn1ncc(C2=NOC(C(=O)Nc3ccc4c(c3)OCO4)C2)c1C (configuration not stated)	-0.8	106	26	0.94	-18
36	COc1ccc(OC)c(NC(=O)CSc2ncnc3c2cnn3-c2ccccc2Cl)c1	2.1	76	11	3.3*	-3
37	COc1ccccc1OCCNC(=O)c1ccccc1C	1.1	95	12	1.6	-5
38	O=C(Nc1ccc(Br)cc1F)c1ccc2c(c1)N(Cc1ccccc1)C(=O)CS2=O (configuration not stated)	0.0	108	11	0.89	-8
39	CCOC(=O)c1ccc(NC(=S)N2CCC(C(N)=O)(N3CCCCC3)CC2)cc1	-0.6	98	2	0.95	-5
40	COc1ccc(NC(=S)NC2CCCCCC2)c(OC)c1	·	96	-1	1.3	-2
41	Fc1ccccc1OCCCCCN1CCCC1	0.3	105	-8	0.59	-3
42	COc1ccc(-c2ncc(CN3CCN(CCC(C)C)C(CCO)C3)cn2)cc1 (configuration not stated)	-0.7	112	29	·	-2
43	CCOC(=O)/C(=N\Nc1ccccc1)c1csc(Nc2ccc(C)cc2)n1	-1.5	94	4	0.97	3
44	CCOc1ccc(C2c3c(oc4ccccc4c3=O)C(=O)N2CCCN2CCOCC2)cc1OCC (configuration not stated)	-0.9	105	·	1.1	-9

cpd	FLuc stim CS	APP 5UTR inh	Hsp70 activator	Efa HMGR inh	G6PDH counter
31	1	-23	-0.1	-4	6
32	1	0	-0.2	-1	9
33	1	-16	-0.2	-2	-1
34	1.1	-3	0.0	-2	8
35	1.2	-26	-0.3	-1	5
36	1	-11	0.6	-1	3
37	1.1	-12	-0.1	-1	-3
38	1.1	-11	-0.2	-5	8
39	1	-2	-0.4	1	17
40	1	1	-0.5	-1	2
41	1	8	-0.1	1	7
42	1	-29	-0.3	1	2
43	1	-4	0.1	-3	3
44	1.1	·	-0.1	-5	3
